# BioA inh: blocks M. tuberculosis BioA enzyme activity; purified M. tuberculosis BioA enzyme, plate reader; inhibition, % at 9.99 µM; 0.096% of 360,000 active; in the data active = inhibition above about 40%
# * hit, by the source's call.
SMILES,BioA inh
C[C@@H]1CN([C@@H](C)CO)C(=O)c2cc(NS(=O)(=O)c3cn(C)cn3)ccc2O[C@H]1CN(C)Cc1ccc2c(c1)OCO2,0.2
COc1ccccc1NC(=O)N1[C@H](C#N)[C@@H](c2ccccc2)[C@@H]1CO,0.9
CO[C@@H]1CN(C)C(=O)c2cc(NC(=O)C3CC3)ccc2OC[C@@H](C)N(C(=O)CN2CCOCC2)C[C@H]1C,-3.1
CCC(=O)N1[C@@H]2c3ccc(-c4cccnc4)c(=O)n3C[C@H]1[C@H](CO)[C@H]2C(=O)N1CCc2ccccc2C1,0.6
C[C@@H]1CN([C@H](C)CO)C(=O)Cc2cc(NC(=O)C3CC3)ccc2O[C@@H]1CN(C)S(=O)(=O)c1ccc(Cl)cc1,-3.1
C[C@@H]1CN([C@@H](C)CO)C(=O)c2cc(NS(=O)(=O)c3ccccc3)ccc2O[C@H]1CN(C)C(=O)Nc1ccc2c(c1)OCO2,0.0
COc1ccccc1-c1cn(CC[C@H]2CC[C@@H](NC(=O)C3CCC3)[C@@H](CO)O2)nn1,-0.7
CN(C)C(=O)c1ccc(-c2ccc([C@H]3[C@H](C#N)N(S(C)(=O)=O)[C@H]3CO)cc2)cc1,-0.5
CNC[C@@H]1Oc2ccc(NC(=O)Nc3ccc(C(F)(F)F)cc3)cc2C(=O)N([C@H](C)CO)C[C@@H]1C,0.8
C[C@@H]1CCCCO[C@@H](CN(C)C(=O)CCC(F)(F)F)[C@@H](C)CN([C@H](C)CO)C(=O)c2cc(NS(C)(=O)=O)ccc2O1,-1.1
O=C(C[C@@H]1C[C@@H]2c3cc(NC(=O)NC4CCCCC4)ccc3O[C@@H]2[C@H](CO)O1)NCc1cccnc1,-0.2
CO[C@H]1CN(C)C(=O)c2ccc(NC(C)=O)cc2OC[C@H](C)N(C(=O)C2CCCCC2)C[C@@H]1C,0.1
COc1ccc(S(=O)(=O)Nc2ccc3c(c2)CC(=O)N([C@H](C)CO)C[C@H](C)[C@@H](CN(C)S(=O)(=O)c2c(C)noc2C)O3)cc1,-0.1
COc1ccc(CN(C)C[C@@H]2Oc3c(NC(=O)c4cnccn4)cccc3C(=O)N([C@@H](C)CO)C[C@H]2C)cc1,0.1
CN(C)CCCNC(=O)C[C@H]1CC[C@H](NC(=O)c2ccccc2F)[C@@H](CO)O1,-2.6
Cc1ccc(S(=O)(=O)N(C)C[C@@H]2Oc3ccc(NC(=O)CCN4CCOCC4)cc3CC(=O)N([C@H](C)CO)C[C@H]2C)cc1,-3.5
CC(C)NC(=O)N(C)C[C@H]1Oc2ncc(-c3ccccc3F)cc2C(=O)N([C@H](C)CO)C[C@H]1C,-1.8
C[C@H]1CN([C@@H](C)CO)C(=O)Cc2cc(NS(=O)(=O)c3cn(C)cn3)ccc2O[C@@H]1CN(C)C,-1.9
COc1ccc(NC(=O)N(C)C[C@@H]2OCCCC[C@@H](C)Oc3ccc(NC(=O)Cc4ccccc4)cc3C(=O)N([C@@H](C)CO)C[C@@H]2C)cc1,-1.6
C[C@H]1CN([C@@H](C)CO)C(=O)Cc2cc(NC(=O)Nc3ccc(C(F)(F)F)cc3)ccc2O[C@@H]1CN(C)CC1CCCCC1,0.2

# Quoted from the entries so far, three compounds:
SMILES,BioA inh
C[C@@H]1CN([C@@H](C)CO)C(=O)c2cc(NS(=O)(=O)c3cn(C)cn3)ccc2O[C@H]1CN(C)Cc1ccc2c(c1)OCO2,0.2
COc1ccccc1NC(=O)N1[C@H](C#N)[C@@H](c2ccccc2)[C@@H]1CO,0.9
CO[C@@H]1CN(C)C(=O)c2cc(NC(=O)C3CC3)ccc2OC[C@@H](C)N(C(=O)CN2CCOCC2)C[C@H]1C,-3.1

# Continuation.
SMILES,BioA inh
CO[C@@H]1CN(C)C(=O)c2ccc(NC(=O)Nc3ccccc3F)cc2OC[C@@H](C)N(C)C[C@@H]1C,3.3
C[C@H](CO)N1C[C@H](C)[C@H](CN(C)C(=O)CC2CC2)Oc2ncc(C#Cc3cccnc3)cc2C1=O,5.6
C[C@@H]1CN([C@@H](C)CO)C(=O)Cc2cc(N(C)C)ccc2O[C@H]1CN(C)Cc1ccc(C(F)(F)F)cc1,1.3
CCC(=O)N[C@H]1C=C[C@H](CC(=O)NCc2cc(F)cc(F)c2)O[C@H]1CO,-2.0
O=C(C[C@@H]1C[C@@H]2c3cc(NC(=O)C4CCC4)ccc3O[C@@H]2[C@@H](CO)O1)NCc1ccccc1F,-2.4
C[C@@H]1CN([C@@H](C)CO)C(=O)c2cc(-c3ccc(C(=O)N(C)C)cc3)cnc2O[C@H]1CN(C)C,-1.2
C/C=C/c1ccc2c(c1)O[C@@H](CN(C)C(=O)CN(C)C)[C@@H](C)CN([C@@H](C)CO)S2(=O)=O,1.7
CCCNC(=O)N(C)C[C@@H]1Oc2ncc(-c3ccncc3)cc2C(=O)N([C@H](C)CO)C[C@H]1C,-1.5
COc1ccc(CN(C)C[C@@H]2Oc3ccc(NC(=O)Cc4cn(C)c5ccccc45)cc3CC(=O)N([C@H](C)CO)C[C@@H]2C)cc1,-0.8
Cc1noc(C)c1NC(=O)N[C@H]1CC[C@H](CCNC(=O)C2CCCC2)O[C@H]1CO,1.7
CCC(=O)Nc1ccc2c(c1)OC[C@@H](C)N(Cc1ccccc1C(=O)O)C[C@@H](C)[C@H](OC)CN(C)C2=O,-1.0
C[C@@H]1CN([C@H](C)CO)C(=O)c2cccc(NS(=O)(=O)c3cn(C)cn3)c2O[C@@H]1CN(C)C(=O)Nc1ccc2c(c1)OCO2,-1.3
C[C@H](NC(=O)C[C@H]1CC[C@@H](NC(=O)c2cccnc2)[C@H](CO)O1)c1ccccc1,1.3
C[C@H](CO)N1C[C@H](C)[C@@H](CN(C)C(=O)Nc2ccc(F)cc2)Oc2c(NS(C)(=O)=O)cccc2C1=O,-2.0
C[C@@H]1CCCCO[C@H](CN(C)Cc2ccccc2)[C@H](C)CN([C@H](C)CO)C(=O)c2cc(N(C)C)ccc2O1,-2.2
O=C(Nc1cc(F)ccc1F)N[C@H]1CC[C@H](CC(=O)N2CCc3ccccc3C2)O[C@H]1CO,-1.1
Cc1noc(C)c1NC(=O)Nc1ccc2c(c1)CC(=O)N([C@H](C)CO)C[C@@H](C)[C@@H](CN(C)CC1CCCCC1)O2,1.7
O=C(Cc1ccccn1)NCC[C@H]1CC[C@H](NC(=O)Nc2ccccc2)[C@@H](CO)O1,3.3
C[C@H](CO)N1C[C@H](C)[C@@H](CN(C)CC2CCOCC2)Oc2ncc(C#Cc3ccc(F)cc3)cc2C1=O,-1.2
C[C@@H]1CN([C@@H](C)CO)S(=O)(=O)c2ccc(-c3ccccc3F)cc2O[C@@H]1CN(C)S(C)(=O)=O,12

# A few values from the list:
# In BioA inh, C[C@@H]1CN([C@@H](C)CO)C(=O)c2cc(NS(=O)(=O)c3cn(C)cn3)ccc2O[C@H]1CN(C)Cc1ccc2c(c1)OCO2 has the entry 0.2
# In BioA inh, C/C=C/c1ccc2c(c1)O[C@@H](CN(C)C(=O)CN(C)C)[C@@H](C)CN([C@@H](C)CO)S2(=O)=O has the entry 1.7

# New compounds follow
SMILES,BioA inh
O=C(C[C@@H]1CC[C@@H]2[C@H](COC[C@@H](O)CN2C(=O)Nc2ccc(F)cc2)O1)NCCCN1CCOCC1,-4.2
CO[C@H](CN(C)C(=O)C1CCOCC1)[C@H](C)CN(C(=O)Nc1ccc(F)cc1)[C@H](C)CO,1.3
C[C@@H]1CN([C@@H](C)CO)C(=O)c2cccc(NC(=O)Nc3ccccc3)c2O[C@@H]1CN(C)C(=O)Nc1ccc(F)cc1,-1.2
CN1C(=O)c2cc(NS(=O)(=O)c3cccc(F)c3)ccc2OC[C@H]2O[C@H](CC(=O)NCCN3CCCCC3)CC[C@@H]21,1.3
CO[C@H]1CN(C)C(=O)c2ccc(NC(=O)C3CC3)cc2OC[C@H](C)N(C(=O)c2ccccc2F)C[C@H]1C,0.5
COc1ccc(S(=O)(=O)N(C)C[C@H]2Oc3ccc(NC(=O)CCN4CCOCC4)cc3CC(=O)N([C@@H](C)CO)C[C@@H]2C)cc1,-1.7
COc1ccc(CN(C)C[C@@H]2Oc3c(NS(=O)(=O)c4ccccc4)cccc3C(=O)N([C@H](C)CO)C[C@@H]2C)cc1,-1.0
COC(=O)C[C@@H]1CC[C@@H]2[C@H](COc3ccc(NS(=O)(=O)c4ccc(F)cc4)cc3C(=O)N2C)O1,-0.3
Cc1noc(C)c1S(=O)(=O)Nc1ccc2c(c1)CC(=O)N([C@H](C)CO)C[C@H](C)[C@H](CN(C)S(=O)(=O)c1cccs1)O2,7.1
Cc1ccc(CN(C)C[C@@H]2OCc3cnnn3CCCC(=O)N([C@@H](C)CO)C[C@@H]2C)cc1,-2.9
COC(=O)C[C@H]1C[C@H]2c3cc(NC(=O)CC4CC4)ccc3O[C@H]2[C@@H](CO)O1,1.4
O=C(C[C@@H]1CC[C@H]2[C@@H](COC[C@H](O)CN2C(=O)C2CC2)O1)NCc1ccccc1Cl,0.3
Cc1ccc(-c2ccc3c(c2)O[C@@H](CN(C)Cc2cccnc2)[C@@H](C)CN([C@@H](C)CO)S3(=O)=O)cc1,2.1
CNC(=O)C[C@@H]1CC[C@H]2[C@@H](COC[C@H](O)CN2Cc2ccccc2F)O1,1.2
C[C@@H]1CCCCO[C@H](CN(C)S(=O)(=O)c2cccs2)[C@@H](C)CN([C@H](C)CO)C(=O)c2cc(NC(=O)Cc3ccccc3)ccc2O1,-3.3
C[C@H]1CN([C@@H](C)CO)S(=O)(=O)c2ccc(-c3cccnc3)cc2O[C@@H]1CN(C)C(=O)NC1CCCC1,-4.3
Cc1ccc(-c2ccc3c(c2)O[C@@H](CN(C)CC2CC2)[C@@H](C)CN([C@H](C)CO)S3(=O)=O)cc1,-2.7
COc1ccccc1C#Cc1ccc2c(c1)[C@H]1[C@H](CCN1S(=O)(=O)c1ccc(C)cc1)[C@H](CO)N2,2.4
CCC(=O)N[C@H]1CC[C@H](CCn2cc(CN(C)C)nn2)O[C@@H]1CO,0.0
Cc1noc(C)c1NC(=O)Nc1ccc2c(c1)C(=O)N([C@H](C)CO)C[C@H](C)[C@@H](CN(C)Cc1ccc(C(F)(F)F)cc1)OCCCC[C@@H](C)O2,0.1

# Given tab-delimited: entries from further up.
Molecule	BioA inh
C[C@@H]1CN([C@@H](C)CO)C(=O)Cc2cc(N(C)C)ccc2O[C@H]1CN(C)Cc1ccc(C(F)(F)F)cc1	1.3
CCC(=O)N[C@H]1C=C[C@H](CC(=O)NCc2cc(F)cc(F)c2)O[C@H]1CO	-2.0
O=C(C[C@@H]1C[C@@H]2c3cc(NC(=O)C4CCC4)ccc3O[C@@H]2[C@@H](CO)O1)NCc1ccccc1F	-2.4
C[C@@H]1CN([C@@H](C)CO)C(=O)c2cc(-c3ccc(C(=O)N(C)C)cc3)cnc2O[C@H]1CN(C)C	-1.2
C/C=C/c1ccc2c(c1)O[C@@H](CN(C)C(=O)CN(C)C)[C@@H](C)CN([C@@H](C)CO)S2(=O)=O	1.7

# Further records
SMILES,BioA inh
CN(C)C(=O)c1cccc(-c2ccc3n(c2=O)C[C@H]2N[C@@H]3[C@@H](C(=O)NC3CCC3)[C@@H]2CO)c1,0.9
CC(C)NC(=O)Nc1ccc2c(c1)CC(=O)N([C@H](C)CO)C[C@H](C)[C@@H](CN(C)Cc1ccc(Cl)c(Cl)c1)O2,-1.2
Cc1ccc(S(=O)(=O)N(C)C[C@H]2OCCCC[C@@H](C)Oc3ccc(NS(=O)(=O)c4ccc(Cl)cc4)cc3C(=O)N([C@H](C)CO)C[C@H]2C)cc1,0.3
O=C(C[C@H]1CC[C@@H]2[C@H](COC[C@H](O)CN2C(=O)c2cccnc2)O1)NC1Cc2ccccc2C1,-3.4
C[C@@H]1CCCCO[C@@H](CN(C)S(=O)(=O)c2ccc(F)cc2)[C@H](C)CN([C@H](C)CO)C(=O)c2cc(NC(=O)Nc3ccc(F)cc3)ccc2O1,-1.2
Cc1noc(C)c1NC(=O)N[C@@H]1C=C[C@@H](CC(=O)N2CCCCC2)O[C@H]1CO,-1.7
CN1C(=O)c2cc(NC(=O)C3CCOCC3)ccc2OC[C@@H]2O[C@@H](CC(=O)O)CC[C@H]21,1.5
CCCNC(=O)NC[C@H]1[C@H](c2ccc(C3=CCCC3)cc2)[C@@H](CO)N1C(=O)CC,-11
Cc1noc(C)c1NC(=O)Nc1ccc2c(c1)C(=O)N([C@H](C)CO)C[C@@H](C)[C@@H](CN(C)C(=O)C1CCCCC1)OCCCC[C@@H](C)O2,0.8
CC=Cc1ccc2n(c1=O)C[C@H]1[C@H](CO)[C@@H](C(=O)N[C@@H](C)c3ccccc3)N(C(=O)c3cnccn3)[C@@H]21 (mixture of isomers),0.7
C[C@@H]1CN([C@H](C)CO)C(=O)c2cc(NC(=O)c3ccncc3)ccc2O[C@H]1CN(C)Cc1ccccc1,0.6
O=C(C[C@@H]1CC[C@@H]2[C@H](COC[C@H](O)CN2C(=O)c2ccccc2F)O1)N1CCN(c2ccccc2)CC1,0.7
C[C@@H]1CN([C@@H](C)CO)C(=O)c2cc(NC(=O)NC3CCCCC3)ccc2O[C@@H](C)CCCCO[C@@H]1CN(C)S(=O)(=O)c1ccc(Cl)cc1,-0.3
CO[C@H]1CN(C)C(=O)c2cc(NC(=O)Nc3ccccc3)ccc2OC[C@@H](C)N(C(=O)CC2CC2)C[C@H]1C,-0.7
C[C@H]1CN([C@@H](C)CO)C(=O)Cc2cc(NC(=O)NC3CCCCC3)ccc2O[C@@H]1CN(C)CC1CCCCC1,3.5
Cc1noc(C)c1NC(=O)N(C)C[C@H]1Oc2cc(C#CCN(C)C)ccc2S(=O)(=O)N([C@H](C)CO)C[C@H]1C,-1.2
COC(=O)C[C@@H]1C[C@H]2c3cc(NC(=O)Nc4ccc(C(F)(F)F)cc4)ccc3O[C@H]2[C@@H](CO)O1,0.2
C[C@H]1CN([C@@H](C)CO)C(=O)c2cccc(NC(=O)C3CCOCC3)c2O[C@@H]1CN(C)C(=O)Nc1ccc(F)cc1,0.0
COc1ccc(NC(=O)N(C)C[C@H]2Oc3c(NS(=O)(=O)c4ccc(C)cc4)cccc3C(=O)N([C@H](C)CO)C[C@H]2C)cc1,0.7
C[C@@H]1CN([C@H](C)CO)C(=O)Cc2cc(N(C)C)ccc2O[C@H]1CN(C)S(=O)(=O)c1cn(C)cn1,-3.0

# These rows are one share of the data; count on the stated rates, not on these rows.
